ERG Ets-DNA blk: blocks human ERG Ets domain binding to DNA; Potency, µM (top dose mostly 76.9 µM), without a hit: top-dose FP activity, negative = inhibition, most hits filed as inhibitors; AID 624246; P11308; hit rate 0.028% among 370,000; fluorescence polarization, His-ERG Ets domain / labelled DNA; active = well fitted inhibition curve with a large enough effect in the polarisation, with a control signal flat; inconclusive = small, poorly fitted or top-dose-only effect, or effect the other way, or a change in a side signal; inactive = no such curve, though single readings can be large or run the other way; the % refers to the polarisation;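 also: polarization taken with two DNA probes labelled with fluorescein and Texas red; potency is read from the fitted curve at half-maximal effect; % of control where 0% means no effect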
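His-tagged ERG Ets domain (1 uM in the protein solution; 300mM KCl, 50mM Tris-HCl, 1mM EDTA, 1mM DTT, pH 7.5) received compound, then a probe mix of 5 nM fluorescein-DNA and 100nM Texas-615-DNA. Fluorescence polarization was read for both dyes.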
G9a inh: blocks human histone lysine methyltransferase G9a | hit rate 8.8% among 350,000 | G9a H3K9 monomethylation, AlphaScreen, 2 h | AID 504332 | Potency, µM (top dose mostly 102 µM), for the others: at the top dose activity, negative = inhibition, hits mostly inhibitors | Q96KQ7; also: potency is read from the fitted curve at half-maximal effect; % is scaled to controls: 0 for no effect and ±100 for the full control effect; nearly all actives have a fitted effect of over 75% in size
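Signal arises when biotinylated H3K9 peptide, once monomethylated, bridges streptavidin donor and antibody-captured acceptor beads. Enzyme at 20 nM was preincubated 15 min with test compounds; peptide 500 nM and SAM 20 uM then reacted for 2 h.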
PI4K2A inh: PI4K2A (human) kinase inhibition. Q9BTU6. purified PI4K2A, ADP-Glo luminescence, 1 h; hits give low values. activity change, negative = inhibition, % at 76.9 µM. hit rate 0.13% among 420,000; in the data active = activity change below about -50%; inconclusive = mostly about -30% to -49%;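 also: -100% = wells without enzyme as full effect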
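Compounds are screened against recombinant PI4K2A using PI as substrate and ATP, the latter dispensed at 300 microM. Reactions run one hour at ambient temperature before ADP-Glo detection; full inhibition defined by wells lacking enzyme.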
GLS inhibitor: blocks human kidney-isoform glutaminase activity | hit rate 0.21% among 410,000 | O94925 | GLS enzymatic activity, qHTS titration | Potency, µM (titrated, usually from 45.5 µM), for the others: at the highest dose activity change, negative = inhibition, hits mostly inhibitors | AID 624170; also: potency is read from the fitted curve at half-maximal effect; % is scaled to controls: 0 for no effect and ±100 for the full control effect
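Coupled fluorescence readout: glutamate oxidase/HRP/Amplex Red detect glutamate formed by hKGA from L-glutamine (1 mM solution added). Buffer 45 mM KH2PO4 pH 8.2, 0.02% Tween-20; reads at t0 and 30 min RT.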
JMJD2A Tudor: JMJD2A Tudor domain (human) inhibition; AlphaScreen JMJD2A-Tudor / H3K4me3 peptide binding; hit rate 4.4% among 390,000; Potency, µM (top dose mostly 114 µM), without a hit: at the highest dose activity change, negative = inhibition, hits mostly inhibitors; O75164; also: potency is read from the fitted curve at half-maximal effect; % is scaled to controls: 0 for no effect and ±100 for the full control effect; nearly all actives have a fitted effect of over 50% in size
PGK inhibitor: T. brucei PGK inhibition; PGK/GAPDH coupled, Kinase-Glo luminescence, 60 min; Potency, µM (top dose mostly 57.5 µM), for the others: at the highest dose activity change, negative = inhibition, hits mostly inhibitors; hit rate 0.043% among 380,000; P07378; also: potency is read from the fitted curve at half-maximal effect; % is scaled to controls: 0 for no effect and ±100 for the full control effect; nearly all actives have a fitted effect of over 60% in size
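Recombinant glycosomal PGK reaction used 1,3-bisphosphoglycerate generated in-well by GAPDH (100nM final) in 100mM TEA pH 7.6, 5mM MgCl2, 0.01% Tween-20. After 60 minutes at room temperature, ATP was read by Kinase-Glo Plus luminescence end-point.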
BAZ2B inh: BAZ2B (human) inhibition; hit rate 4.4% among 360,000; Q9UIF8; AlphaScreen BAZ2B-H3K14Ac peptide displacement; Potency, µM (titrated, usually from 114 µM), without a hit: at the top dose activity change, negative = inhibition, hits mostly inhibitors; also: potency is read from the fitted curve at half-maximal effect; % is scaled to controls: 0 for no effect and ±100 for the full control effect; nearly all actives have a fitted effect of over 60% in size
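BAZ2B 50 nM plus b-H3(5-23)K14Ac 50 nM, PBS pH 7.4/0.01% Tween-20, 30 min RT; compound added (max 110 uM), 30 min RT; streptavidin donor/Ni-chelate acceptor beads 10 ug/mL final, 20 min dark; AlphaScreen read.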
Pin1 inhibitor: human Pin1 inhibition. Q13526. Pin1 FP peptide displacement, HiFluor488, 10 min. Potency, µM (highest dose often 115 µM), without a hit: at the top dose activity, negative = inhibition, hits mostly inhibitors. hit rate 0.009% among 390,000. AID 504891; active = well fitted inhibition curve with a large enough effect in the polarisation, with a control signal flat, not every such curve was filed as active; inconclusive = small, poorly fitted or top-dose-only effect, or effect the other way, or a change in a side signal; inactive = no such curve, though single readings can be large or run the other way; the % refers to the polarisation; also: potency is read from the fitted curve at half-maximal effect; % is scaled to controls: 0 for no effect and ±100 for the full control effect
HP1b chromo inh: blocks HP1-beta chromodomain binding to methylated histone tails; AlphaScreen HP1-beta / biotin-H3K9me3 peptide binding; hit rate 0.56% among 390,000; P83916; Potency, µM (series often up to 114 µM), without a hit: at the highest dose activity change, negative = inhibition, actives largely listed as inhibitors; also: potency is read from the fitted curve at half-maximal effect; nearly all actives have a fitted effect of over 70% in size; inactives centre near 23
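AlphaScreen: HP1-beta (50 nM) preformed 30 min with biotin-H3(1-18)K9me3 peptide (50 nM) in PBS pH 7.4, 0.01% Tween-20. Compound added for 30 min at RT, then streptavidin donor/nickel chelate acceptor beads (10 ug/mL) for 30 min.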
The depositor's hits bear a star; i = inactive; ? = inconclusive; . = not tested or not shown; & = joins results of further samples; [ ] = dose if it differs, or a comment. Unless noted, calls follow the shape of the dose curve; as a rule, active = well fitted curve in the direction sought with a large enough effect; inconclusive = small, poorly fitted or top-dose-only effect, or another doubt; inactive = no such curve, though single readings can be large; an effect the other way counts as inactive or inconclusive.

SMILES	ERG Ets-DNA blk	G9a inh	PI4K2A inh	GLS inhibitor	JMJD2A Tudor	PGK inhibitor	BAZ2B inh	Pin1 inhibitor	HP1b chromo inh
O=S(=O)(Cc1ccccc1)Nc1ccccc1Br	-4%	-2%	-5	2%	-2%	-3%	2%	-11%	25%
COC(=O)[C@H](Cc1ccc(O)cc1)NC(=O)Cn1ccc(NC(=O)OCc2ccccc2)nc1=O	-8%	.	6	8%	-17%	1%	.	0%	-2%
CN(C(=O)CSc1nc(C2CC2)n(-c2ccccc2)n1)C1CCS(=O)(=O)C1 (stereo not drawn)	-2%	9%[0.501 µM]	-2	-9%	6%	-1%	15%	-3%	23%
CC1CCCCN1C(=O)CSc1nnc(-c2ccccc2Cl)o1 (stereo not drawn)	5%	13µM*	6	3%	-4%	i	3%	6%	-10%
CC(C)=NOc1nc(NC(=O)NS(=O)(=O)c2ccccc2Cl)nc(N(C)C)n1	-9%	.	2	4%	-13%	-9%	.	2%	26%
COc1ccc(CCNC(=O)CCCn2c(=O)c3ccccc3n(CC(=O)Nc3cc(Cl)ccc3C)c2=O)cc1OC	0%	-6%[59 µM]	-3	-6%	-11%	-6%	0%	3%	53%[activator]
CC(C)(C)C(=O)N1NC(=Nc2ccccc2)SC1(C)C	-1%	8%	-4	0%	-14%	-6%	25%	-4%	5%
Cc1ccc(C)c2[nH]c(=O)c(CN(Cc3cccs3)C(=S)NCc3ccco3)cc12	-11%	0%[59 µM]	0	-3%	-23%	-6%	-1%	-1%	0%
COc1ccc(CCN2C(=O)c3[nH]nc(-c4ccccc4O)c3C2c2ccccc2)cc1 (stereo not drawn)	10%	4%[59 µM]	-1	10%	-14%	8%	-17%	0%	33%
O=Cc1ccccc1OS(=O)(=O)c1ccccc1	-1%	26%	-2	23%	1%	-1%	12%	0%	37%
CCC(=O)C1CCCN(C(=O)CCc2nnc(C3(c4ccc(Cl)cc4)CCC3)o2)C1 (stereo not drawn)	6%	25%	3	-5%	-3%	-3%	-1%	-8%	30%
CCCCCC(=O)N1CCN(CCN=CC2=C(O)CC(c3ccc(OC)c(OC)c3)CC2=O)CC1 (stereo not drawn)	-1%&1%	?	-4&2	1%&6%	-1%&-10%	0%	1%	-4%&-4%	37%&35%[activator]
CC(C)[C@@H]1COC(c2cccc(C3=N[C@H](C(C)C)CO3)c2)=N1	2%	55%[activator]	1	4%	8%	-3%	4%	-12%	.
COCCCNC(=O)c1cccc(C(=O)NCCCOC)c1	6%	5%[59 µM]	-2	0%	-6%	-7%	21%	5%	20%
O=C(N/C(=C/c1ccc(Br)cc1)C(=O)N1CCOCC1)c1cccs1	3%	.	2	6%	-11%	5%	-5%	-7%	26%
CCC(=O)N1CCN(c2ccc(NC(=O)c3ccc4ccccc4c3)cc2)CC1	-7%	65%[activator]	1	10%	-12%	-9%	-3%	-3%	29%
O=Cc1ccc(OCCOc2ccc([N+](=O)[O-])cc2)cc1	-7%	19%	0	1%	?	1%	1%	-4%	25%
CCn1c(SCC(=O)NC(C)(C)C)nc(O)cc1=O	7%	5%	-1	3%	?	0%	10%	2%	53%[activator]
Cc1cc(C)n2nc(C(=O)N3CCCC(N4CCN(c5ccccc5C)CC4)C3)cc2n1 (stereo not drawn)	8%	23%	-2	-6%	-23%	-6%	-25%	0%	12%
Cc1cc(C)c(OCCCCCn2ccnc2)c(C)c1	5%	5%[59 µM]	-4	2%	-34%	4%	?	-8%	8%
O=C(O)CC1COc2ccccc2N1C(=O)c1ccccc1Cl (stereo not drawn)	0%	2%	2	0%	8%[57.1 µM]	8%	-8%	-8%	42%[activator]
COc1ccc(N(C(=O)c2cccc([N+](=O)[O-])c2)S(=O)(=O)c2ccc3c(c2)n(C)c(=O)n3C)cc1	-13%	?	2	-1%	-25%	-7%	?	7%	2%
O=C(CN1C(=O)NC(Cc2ccccc2)C1=O)Nc1ccc(F)c(Cl)c1 (stereo not drawn)	-15%	-20%[59 µM]	-1	15%	-13%	-8%	-5%	0%	29%
CCOC(=O)CSc1nnc2c(n1)C1(C)CCC2C1(C)C (stereo not drawn)	1%	2%[59 µM]	6	4%	-9%	6%	1%	-5%	16%
COc1cccc(/C=N/NC(=O)CNC(=O)c2ccncc2)c1O	2%	34%	1	1%	-4%	9%	-21%	7%	52%[activator]
CC(CC(=O)Nc1ccc(Br)cc1F)S(=O)(=O)c1ccc2c(c1)NC(=O)CO2 (stereo not drawn)	-2%&1%	-7%	-2&-4	0%&2%	-8%&-13%	-7%&0%	-1%&0%	-1%&-1%	34%&1%
COc1cccc(CN2CCN(Cc3cccc(Br)c3)CC2)c1OC	-15%	?	5	11%	3.2µM*	-4%	20µM*	-4%	22µM*
CC(=O)c1cccc(NC(=O)C2CCCC2)c1	-4%	14%[59 µM]	3	9%	14%	3%	8%	-2%	18%
CCc1nnc(NC(=O)CSc2nnc(CNC(=O)c3cc(OC)c(OC)c(OC)c3)o2)s1	-2%	-4%	0	-11%	-10%	7%	.	2%	-12%
COc1cc(NC(=O)CSc2ncnc3sc4c(c23)CCC(C)C4)c(C(=O)O)cc1OC (stereo not drawn)	1%	20µM*	4	-19%	-18%	-2%	-29%	-9%	5%
COCc1cc(C)nc(N2CCNCC2)c1C#N	1%	1%	0	-2%	-15%	-8%	1%	0%	11%
Cc1cccc(-c2nc3cc(NC(=O)c4ccc(OCC(C)C)cc4)ccc3o2)c1	-10%	-32%[59 µM]	3	6%	-8%	-6%	-5%	1%	26%
CCC1(C)Cc2nc3[nH]c(=S)n(-c4ccccc4C)c(=O)c3cc2CO1 (stereo not drawn)	2%	-6%[12.7 µM]	5	23%	-14%	3%	-3%	2%	22%
Cc1ccccc1CN1CCN(C(=O)c2cc(-c3ccncc3)nc3ccccc23)CC1	-6%	35µM*	4	6%	?	-1%	?	-3%	-13%
Cc1cc(OC(=O)c2ccco2)c2c(C)cc(=O)oc2c1	1%	-11%[59 µM]	5	-8%	-12%	2%	4%	17%	20%
CCN(CC)c1ccc(NC(=O)c2ccc(Br)o2)cc1	6%	2.2µM*	1	40%[activator]	45µM*	-1%	50µM*	-4%	?
COc1ccc(CCNCc2cc(C)n(-c3ccc(OC)cc3)c2C)cc1	2%	-11%[2.33 µM]	5	-22%	20µM*	-1%	28µM*	-2%	?
CCOc1ccc(NS(=O)(=O)c2ccc3c(c2)n(C)c(=O)n3C)cc1	13%	23%[0.501 µM]	-3	18%	-10%	-8%	?	-1%	29%
CC1CCCC(O)(C(C(=O)O)c2ccccc2)C1 (stereo not drawn)	6%	.	-9	-9%	3%	i	.	-8%	29%[57 µM]
CC(=O)Nc1ccc(S(=O)(=O)N2CCN(C(=O)c3ncoc3-c3cccc(C)c3)CC2)cc1	5%	-3%	-7	0%	-7%	-5%	-3%	-8%	-12%
CC1(C)Cc2cccc(OCC(=O)N3CCN(S(=O)(=O)c4ccccc4F)CC3)c2O1	2%	-12%[59 µM]	1	-6%	-1%	-8%	.	3%	42%[activator]
Cc1cc(/C=N/NC(N)=O)c(C)n1-c1ccc(F)cc1	-2%	?	2	6%	?	-7%	-38%	-3%	-18%
CCOC(=O)c1c(C)cccc1OCC(N)=O	-2%	-10%[59 µM]	6	2%	-10%	1%	2%	0%	24%
CCCCC(=O)NC(c1ccc(OC)c(OC)c1)c1c(O)ccc2ccccc12 (stereo not drawn)	13%	?	0	10%	?	-2%	-9%	-7%	-5%
COc1ccc(COCC(O)CN2CCC(C(N)=O)CC2)cc1 (stereo not drawn)	0%	3%	-1	-6%	2%	-12%	-3%	-1%	40%[activator]
Cc1sc(-n2cccc2)c(C(C)NC(=O)Nc2cccc(C(F)(F)F)c2)c1C (stereo not drawn)	8%	-3%[59 µM]	3	2%	-1%	.	0%	8%	38%
Cc1ccc(C)c(N2CCN(CCCNC(=O)Cn3cc4c(n3)CCC(C)C4)CC2)c1 (stereo not drawn)	-6%	-2%[59 µM]	-2	10%	-20%	i	-5%	2%	19%
COC(=O)c1cc2sc(Cl)cc2n1CC(=O)Nc1cc(OC)cc(OC)c1	12%	-2%[59 µM]	-1	-8%	-3%	1%	5%	3%	29%
CCOC(=O)c1sc(NC(=O)CSc2nc(-c3ccco3)cc(C(F)(F)F)n2)c(C(=O)OC)c1C	.	8%[0.501 µM]	0	1%	-6%	-2%	-9%	2%	26%
Cn1c(=O)oc2cc(S(=O)(=O)Nc3cccc4c3CCCC4)ccc21	1%	8%[59 µM]	2	17%	-12%	1%	.	?	38%[activator]
CC(=O)N1CCC(=NNc2ccc(S(=O)(=O)N3CCOCC3)cc2[N+](=O)[O-])CC1	0%	?	0	-4%	-13%	-8%	-6%	5%	10%
Cc1cccc(C)c1NC(=O)COC(=O)c1cc(=O)c2ccccc2o1	6%	?	6	29%	-13%[11.4 µM]	5%	-23%	-3%	19%
CCN(CC)CCNC(=O)C1CCC(=O)N(c2ccc(OC)cc2)C1c1ccc(F)cc1 (stereo not drawn)	-9%	.	-3	2%	-18%[57.1 µM]	-9%	1%	-2%	16%
Cc1cc(C)n2c(SCc3ccc(Cl)cc3Cl)nnc2n1	-1%	?	-5	-3%	5%	0%	-17%	2%	54%[activator]
CCOC(=O)c1cc(-c2ccccc2)n(CCC(=O)Nc2ccc(C(F)(F)F)cc2)c1C	0%	-51%[59 µM]	-3	2%	-36%	-6%	-12%	8%	4%

Source: PubChem BioAssay
